Screening data deposited in PubChem by National Center for Advancing Translational Sciences (NCATS).
CBFb-RUNX1 inh: inhibitors of human CBF-beta and RUNX1 interaction. AlphaScreen CBFb-His/RUNX1-biotin binding, biochemical. Potency, µM (series often up to 59.8 µM), inactives show at the highest dose activity, negative = inhibition, hits mostly inhibitors. 230,000 tested, under 10 active; further: % of control where 0% means no effect
Target sequence (Q01196 whole entry, looked up): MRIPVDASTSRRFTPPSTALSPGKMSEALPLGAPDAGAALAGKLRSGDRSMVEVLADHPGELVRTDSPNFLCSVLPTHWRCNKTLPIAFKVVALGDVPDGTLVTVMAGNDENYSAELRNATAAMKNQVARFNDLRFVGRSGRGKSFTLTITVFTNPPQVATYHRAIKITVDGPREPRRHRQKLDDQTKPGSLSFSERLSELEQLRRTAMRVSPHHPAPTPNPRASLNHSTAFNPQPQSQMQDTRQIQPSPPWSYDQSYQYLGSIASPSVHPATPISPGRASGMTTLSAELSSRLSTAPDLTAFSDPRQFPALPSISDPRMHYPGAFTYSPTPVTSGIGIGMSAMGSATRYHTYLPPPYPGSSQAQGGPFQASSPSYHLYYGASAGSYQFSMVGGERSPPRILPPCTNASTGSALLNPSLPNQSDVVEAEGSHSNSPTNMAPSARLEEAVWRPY
Target sequence (Q13951 whole entry, looked up): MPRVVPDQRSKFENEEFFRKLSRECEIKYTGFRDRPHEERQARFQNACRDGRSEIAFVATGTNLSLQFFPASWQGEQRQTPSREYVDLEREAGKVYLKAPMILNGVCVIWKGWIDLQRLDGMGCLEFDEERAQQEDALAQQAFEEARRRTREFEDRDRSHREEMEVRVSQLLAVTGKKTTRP
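Inhibition was taken as any reduction in AlphaScreen signal from the CBF-beta–RUNX1 pair (His and biotin tags, 30 nM each), measured after compound (15 min) and bead (90 min) incubations at room temperature.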
Lamin A splicing: changes lamin A minigene splicing in HeLa cells; HeLa LMNA splicing GFP/RFP minigene ratio, 48 h; Potency, µM (doses to about 46.1 µM), for inactives: top-dose ratio change, negative = inhibition, most hits filed as inhibitors; 200,000 compounds, 0.01% hits; AID 1487; active means well fitted inhibition curve with a large enough effect in the signal ratio, with a control signal flat, not every such curve was filed as active; inconclusive means small, poorly fitted or top-dose-only effect, or effect the other way, or a change in a side signal; the % refers to the signal ratio; further: potency means the concentration at half of the fitted maximal effect; on the % scale 0 is the no-effect control and ±100 the full control effect
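S3 HeLa stable clones carrying a lamin A-EGFP splicing minigene plus DsRed2 were seeded at 600 cells/well in Opti-MEM with 2% FBS, pin-dosed and incubated 48 h at 37°C. Acumen cytometry (488 nm) gave the GFP/RFP total-intensity ratio.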
HTT ATP protect: cytoprotection in Huntington HTT-Q103 PC12 cell model; 230,000 compounds, 0.14% hits; AID 1471; PC12 HTT-Q103 induced, cytoprotection, ATP luminescence, 40 h; Potency, µM (doses to about 56.4 µM), without a hit: cytoprotection (ATP increase), usual class: activators;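 further: potency means the concentration at half of the fitted maximal effect; % of control where 0% means no effect; nearly all actives have a fitted effect of over 45% in size; toxic huntingtin expression switched on by the ecdysone agonist tebufenozide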
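Cells were plated at 1500 per well in phenol red-free DMEM with 5% equine and 5% calf serum. Tebufenozide (100 nM final) and compounds were added, then ATPlite reagent, and luminescence was read.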
HTT aggregate: inhibitors of mutant huntingtin aggregate formation in PC12 cells | PC12 HttQ103-GFP aggregates, Acumen cytometry, 40 h | 220,000 compounds, 1.1% hits | Potency, µM (doses to about 46.1 µM), for the others: at the highest dose activity change, negative = inhibition, actives largely listed as inhibitors; further: potency means the concentration at half of the fitted maximal effect; on the % scale 0 is the no-effect control and ±100 the full control effect; nearly all actives have a fitted effect of over 60% in size
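Aggregates are detected as GFP objects 1–25 µm with signal 6 STDEV over background in lysates of induced PC12 cells. These carry Huntingtin exon 1 with 103 glutamines fused to GFP under an ecdysone promoter; compounds titrated.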
aGlu spleen mod: lysosomal alpha-glucosidase (human) modulation | P10253 | human spleen homogenate, 4-MU-alpha-glucoside fluorescence | Potency, µM (titrated, usually from 79.9 µM), without a hit: top-dose activity change, negative = inhibition, hits mostly inhibitors | 240,000 compounds, 0.006% hits | AID 2112;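 further: potency means the concentration at half of the fitted maximal effect; 0% = enzyme with vehicle and -100% = no enzyme basal signal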
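Human spleen homogenate (1 ug) incubated with compounds and 1 mM 4-methylumbelliferyl-alpha-D-glucopyranoside in pH 5.0 citrate/phosphate buffer, 37 C, 40 min. Stopped at pH 10; 4-MU fluorescence (Ex 365/Em 440 nm); AC50 by Hill fit.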
GAA inh: alpha-glucosidase (human) inhibition. 200,000 compounds, 0.005% hits. Potency, µM (titrated, usually from 76.9 µM), without a hit: at the top dose activity change, negative = inhibition, hits mostly inhibitors. P10253. AID 1466. purified human GAA, 4-MU-alpha-glucoside fluorescence;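 further: potency means the concentration at half of the fitted maximal effect; plate controls were uninhibited enzyme wells for no effect and no-enzyme background for full effect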
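Fluorescence at Ex 365/Em 440 nm from 4-methylumbelliferone reported enzyme activity after 20 min at room temperature. Reactions used 4 nM enzyme and 400 uM substrate at pH 5.0; curves fitted with the Hill equation.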
GAA glycogen mod: alters human alpha-glucosidase cleavage of glycogen; P10253; recombinant GAA, glycogen substrate, Amplex Red glucose oxidase fluorescence; Potency, µM (highest dose often 76.4 µM), for the others: at the top dose activity change, negative = inhibition, hits mostly inhibitors; 300,000 compounds, 0.38% hits; AID 2100;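 further: potency means the concentration at half of the fitted maximal effect; 0% = full enzyme reaction and -100% = no-enzyme basal signal; the screen sought inhibitors and activators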
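Recombinant enzyme (4 nM final) with compounds titrated up to 77 uM and bovine liver glycogen (30 ug) in citrate pH 5.0, 0.01% Tween-20, 37 C 40 min. Released glucose detected by Amplex Red/glucose oxidase (Ex 573/Em 610); AC50 from Hill fits.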
* marks the source's active call; other numbers are inactive results; ? = inconclusive; · = not tested or not shown; [ ] = dose if it differs, or a comment. Unless noted, the call rests on the fitted dose curve; in most records, active means well fitted curve in the direction sought with a large enough effect; inconclusive means small, poorly fitted or top-dose-only effect, or another doubt; inactive means no such curve, though single readings can be large; an effect the other way counts as inactive or inconclusive.

SMILES	CBFb-RUNX1 inh	Lamin A splicing	HTT ATP protect	HTT aggregate	aGlu spleen mod	GAA inh	GAA glycogen mod
O=[N+]([O-])/C(C(=C(Cl)Cl)N1CCOCC1)=C1\NCCO1	-2%	7%[46 µM]	10%[10 µM]	1%[9.22 µM]	5%	0%	18%
COC(=O)c1[nH]c2ccc(Br)cc2c1NC(=O)C(C)N1CCN(C2CCCCC2)CC1 (stereo not drawn)	-3%	-7%	-15%	-6%	5%	-2%	2%
Cc1nn(C(=O)N2CCCCC2)c(C)c1CN1C(=O)c2ccccc2C1=O	11%	-1%	0%[10 µM]	-1%	-2%	-6%	3%
COc1ccc(CC(=O)NCc2n[nH]c(=S)n2-c2ccc(Br)cc2)cc1	2%	·	-18%	2%	5%	-1%	2%
CC1(C)CC(=O)c2cc(OCC(=O)N3CCCCCC3)ccc2O1	8%	1%	-22%	-1%	?	?	14%
CCOC(=O)Cn1cnc([N+](=O)[O-])n1	1%	-4%	-36%	17%	-14%	6%	-1%
CC(C)(C)c1ccc(C(=O)NNc2cc(N3CCCCC3)nc(N3CCCCC3)n2)cc1	-3%	-6%	12%[10 µM]	?	-3%	?	-8%
OC(CN1CCN(Cc2ccccc2)CC1)c1ccccc1 (stereo not drawn)	2%	4%[46 µM]	-64%	19%	-1%	3%	-4%
Cc1oc2c(c1C(=O)Nc1ccc(C(=O)O)cc1)CCCC2	-1%	-5%	20%	15%	6%	-2%	2%
O=c1c2ccccc2nc(COc2ccccc2)n1/N=C/c1cc([N+](=O)[O-])ccc1O	-1%	?	-15%[10 µM]	10%	-6%	?	1%
COc1ccc(/C=N/OCC(=O)N(Cc2ccc(OC)cc2)c2ccccc2C(=O)O)cc1	-8%	-16%	2%[10 µM]	-4%	-7%	7%	1%
Cc1oc2c(CN(C)C)c(O)ccc2c(=O)c1-c1cscn1	2%	2%	6%[10 µM]	-11%	-2%	0%	-1%
Cc1ccnc(SCC(=O)N2CCN(C(c3ccccc3)c3ccccc3)CC2)n1	-5%	3%	3%	9%	-2%	-4%	-16%
COc1ccc(-c2nn(CC(=O)N(C)C)c(=O)c3ccccc23)cc1	0%	0%	-3%	-9%	0%	-6%	1%
COc1ccc(S(=O)(=O)NNC(=O)c2cc3ccccc3o2)cc1	5%	-20%	25%[10 µM]	9%	-21%	-2%	?
CCCN(C(=O)CSc1nnc(-c2ccoc2C)n1N)C1CCS(=O)(=O)C1 (stereo not drawn)	-1%	0%	12%[10 µM]	28%	-2%	-3%	4%
CC(C)NC(=O)C(=O)NC1CCCCCC1	-1%	2%	1%	12%	-2%	-5%	-13%
COc1ccc(/C=N/NC(=O)c2cc(C)on2)c2ccccc12	-7%	5%	7%	1%	?	5%	5%
N#Cc1nnn(Cc2ccccc2)c1N	21%	·	-28%	9%	-1%	-8%	-11%
CCOc1cc(N2CCOCC2)c(OCC)cc1NC(=O)Cn1cnc2c(=O)n(C)c(=O)n(C)c21	9%	·	6%[10 µM]	12%	-7%	-1%	3%
CCn1c(=O)c2cc(C(=O)N3CCCC3)sc2c2ccccc21	13%	·	-5%[10 µM]	1%[9.22 µM]	2%	·	2%
Cc1ccccc1NC(=O)C(=O)NCc1ccccn1	13%	-8%	27%[10 µM]	-11%	1%	?	5%
CCOC(=O)CCCCC(=O)c1[nH]c(=O)[nH]c1CN1CCOCC1	-14%	10%	0%	1%	0%	4%	6%
COCCNC(=O)COc1ncnc2scc(-c3ccc(F)cc3)c12	-6%	-4%[46 µM]	?	14%	9%	-3%	3%
COc1ccc(Cn2nnnc2C(c2cc3cccc(C)c3[nH]c2=O)N2CCN(C)CC2)cc1 (stereo not drawn)	-2%	-2%[46 µM]	·	·	5%	3%	2%

Next structures:
SMILES	CBFb-RUNX1 inh	Lamin A splicing	HTT ATP protect	HTT aggregate	aGlu spleen mod	GAA inh	GAA glycogen mod
CN(CC(=O)NCc1ccccn1)S(=O)(=O)c1ccc(Cl)cc1	-14%	-6%	-10%	12%	6%	-1%	-12%
CCC(=O)N(Cc1cccs1)C1CCOC(C)(C)C1 (stereo not drawn)	7%	5%	-5%	-3%	0%	-1%	7%
O=C(COc1ccccc1)NCC(=O)NC1CCCCC1	16%	17%[46 µM]	-12%	-11%	-17%	14%	3%
O=C(CSc1ccccn1)Nc1ccc(Br)cn1	2%	12%	-5%	12%	0%	-6%	-15%
COc1cccc(/C=C/C(=O)Nc2ccc(OC)nc2)c1	4%	?	-14%[10 µM]	11%	-6%	1%	3%
CC(/C=N/NC(=O)c1c(Br)cnn1C)=C\c1ccccc1	5%	3%	2%[10 µM]	-4%	6%	5%	0%
O=C/C(=C\Nc1ccc(Cl)cn1)c1nc2cc(Cl)ccc2o1	1%	2%	-15%	2%	1%	-2%	-1%
CCOC(=O)N1CCN(C(=O)CCc2c(C)nc3c(c(C)nn3-c3ccc(C)c(C)c3)c2C)CC1	15%	11%	-9%	-25%	-12%	-1%	-6%
COc1ccc(/C=C/C(=O)OCC(=O)NC(=O)NC(C)(C)C)cc1	19%	0%[46 µM]	-29%	-1%	-23%	?	2%
O=C1N/C(=C/c2ccsc2)C(=O)N1c1ccccc1	-1%	·	-9%[10 µM]	-8%[9.22 µM]	-1%	2%	3%
COc1ccc2cc(/C=N/NC(=O)c3c(Cl)cnn3C)c(Cl)nc2c1	1%	-3%	·	1%	0%	-6%	-4%
CCOC(=O)CSc1ncnc2c(C(=O)OCC)c3n(c12)CCC3	-8%	-8%	0%[10 µM]	3%	-4%	-5%	-3%
OCCCc1nc2n(n1)C(c1ccccc1)C=C(c1ccccc1)N2 (stereo not drawn)	-5%	-3%	-32%	31%	5%	-5%	16%
CC(=O)c1c(N2CCCC2)nc(=S)n(-c2ccccc2)c1C	1%	12%	-2%	11%[9.22 µM]	0%	-6%	0%
CCOc1cc(/C=C2/C(=N)N3OC(C)=CC3=NC2=O)ccc1OCCOc1ccccc1	1%	?	-27%	2%	-2%	1%	6%
c1ccc(Cn2c(CSc3nnnn3-c3ccccc3)nc3ccccc32)cc1	14%	3%	-1%[10 µM]	-21%	-27%	7%	4%
O=S(=O)(Nc1ncccn1)c1ccc(NS(=O)(=O)c2cc(Cl)ccc2Cl)cc1	4%	·	-33%[inhibitor]	-17%	-18%	7%	13%
O=C(CCc1nc2ccccc2c(=O)[nH]1)N1CCN(c2ccc(F)cc2)CC1	9%	·	-27%	-2%[9.22 µM]	-8%	-6%	-18%
COc1cccc(-c2cc(C(F)(F)F)nc(N3CCOCC3)n2)c1	?	-23%	15%	10%	8%	-11%	-4%
COc1ccc(N2CCN(CCCNC(=O)C3CCCN(S(=O)(=O)c4c(C)n[nH]c4C)C3)CC2)cc1 (stereo not drawn)	3%	·	-19%	-23%	6%	-8%	-9%
Cc1cc(C(=O)NNC(=S)NCc2ccccc2)cs1	4%	?	·	5%	1%	-1%	12%
Cc1ccnc(NS(=O)(=O)c2ccc(NC(=O)c3ccc([N+](=O)[O-])s3)cc2)n1	-6%	·	-63%[inhibitor]	-7%	0%	-13%	-3%
COc1cc(C2NC(=O)c3ccccc3O2)cc(OC)c1OC (stereo not drawn)	-1%	6%	-7%	19%	5%	4%[15.4 µM]	11%
CC(=O)Nc1ccc(S(=O)(=O)Oc2ccc(C(=S)N3CCC(O)CC3)cc2)cc1	-3%	?	-17%[10 µM]	-18%	2%	6%	0%
O=C(Nc1ccc2c(c1)OCO2)C(c1ccccc1)N1CCCCC1 (stereo not drawn)	0%	10%	6%	25%	-7%	-6%[15.4 µM]	-5%

Single records, as listed above. Values in the order: CBFb-RUNX1 inh | Lamin A splicing | HTT ATP protect | HTT aggregate | aGlu spleen mod | GAA inh | GAA glycogen mod
`COc1cccc(-c2cc(C(F)(F)F)nc(N3CCOCC3)n2)c1` across the screens: ? | -23% | 15% | 10% | 8% | -11% | -4%
`Cc1cc(C(=O)NNC(=S)NCc2ccccc2)cs1` across the screens: 4% | ? | · | 5% | 1% | -1% | 12%
`CC(/C=N/NC(=O)c1c(Br)cnn1C)=C\c1ccccc1` across the screens: 5% | 3% | 2%[10 µM] | -4% | 6% | 5% | 0%

Additional entries.
SMILES	CBFb-RUNX1 inh	Lamin A splicing	HTT ATP protect	HTT aggregate	aGlu spleen mod	GAA inh	GAA glycogen mod
Cc1ccc(C(=O)CN2CCC(NC(=O)C3CCCCC3)CC2)cc1	1%	1%	-22%[10 µM]	-15%	2%	-6%	1%
C=CCn1c(SCC(=O)Nc2nnc(CC)s2)nnc1-c1ccco1	2%	-5%	8%	4%	-3%	-4%	7%
Cc1ccc(F)cc1NC(=O)c1c(-c2ccccc2)noc1C	5%	2%	6%	9%	-1%	?	9%
Cc1cc2nc(/C=C/c3nc4cc(C)c(C)cc4[nH]3)[nH]c2cc1C	·	·	22%[10 µM]	11%[9.22 µM]	4%	-1%	8%
CC(=O)Oc1c(C)c(OC(C)=O)c2c(c1C(C)=O)OC1CC(=O)C(C(C)=O)=C(O)C21C (stereo not drawn)	-4%	·	1%[10 µM]	35%[9.22 µM]	5%	·	1%
Cc1ccccc1NC(=S)NNC(=O)c1cccc(Br)c1	1%	?	-22%	-26%	-5%	-6%	6%
c1cc2c3c(cccc3c1)C(N1CCCCCC1)=N2	3%	7%	-16%	4%	-16%	-5%	-2%
CCOCc1c(C(=O)OCC(=O)Nc2ccc(C)c(S(=O)(=O)N(C)C)c2)oc2ccccc12	6%	2%	8%[10 µM]	2%	-11%	-1%	4%
CCOC(=O)/C(=N/Nc1ccc(Cl)cc1)S(=O)(=O)c1ccccc1	-14%	?	5%	-2%	-7%	0%	-7%
CC(=O)Nc1ccc(NC(=O)CN(c2ccc(C34CC5CC(CC(C5)C3)C4)cc2)S(C)(=O)=O)cc1	2%	9%	-20%	4%	-1%	0%	0%

Quoted from the listing:
Entry of O=C(Nc1ccc2c(c1)OCO2)C(c1ccccc1)N1CCCCC1 (stereo not drawn) in GAA glycogen mod: -5%
Entry of CCC(=O)N(Cc1cccs1)C1CCOC(C)(C)C1 (stereo not drawn) in aGlu spleen mod: 0%
